Screening results: PubChem, National Center for Advancing Translational Sciences (NCATS)
TDP1 block = qHTS Assay for Inhibitors of Tyrosyl-DNA Phosphodiesterase (TDP1). Potency, µM (titrated, usually from 130 µM), for inactives: at the highest dose activity change, negative = inhibition, hits mostly inhibitors. Tyrosyl-DNA phosphodiesterase 1 (Homo sapiens), Q9NUW8. recombinant TDP1, AlphaScreen DNA substrate cleavage. AID 485290, 2010. actives 0.28% (n = 350,000); also: nearly all actives have a fitted effect of over 40% in size
Target sequence (Q9NUW8 whole entry, looked up): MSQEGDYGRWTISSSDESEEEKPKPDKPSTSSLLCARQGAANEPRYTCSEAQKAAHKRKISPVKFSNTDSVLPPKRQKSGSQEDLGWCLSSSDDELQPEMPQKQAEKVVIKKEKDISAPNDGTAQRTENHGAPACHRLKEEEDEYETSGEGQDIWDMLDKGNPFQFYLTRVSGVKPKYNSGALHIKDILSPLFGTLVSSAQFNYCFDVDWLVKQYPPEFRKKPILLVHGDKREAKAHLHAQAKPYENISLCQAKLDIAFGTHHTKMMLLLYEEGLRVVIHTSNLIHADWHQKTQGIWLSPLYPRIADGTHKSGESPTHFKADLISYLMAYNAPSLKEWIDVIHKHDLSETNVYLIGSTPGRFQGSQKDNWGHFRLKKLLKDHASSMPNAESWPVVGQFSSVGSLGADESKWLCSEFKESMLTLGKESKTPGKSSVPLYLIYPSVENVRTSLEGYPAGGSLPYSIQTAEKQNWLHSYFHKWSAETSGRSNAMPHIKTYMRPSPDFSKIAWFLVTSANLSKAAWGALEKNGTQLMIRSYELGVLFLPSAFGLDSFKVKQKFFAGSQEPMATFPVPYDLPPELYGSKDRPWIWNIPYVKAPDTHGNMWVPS
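Here, a 5' biotin and 3' phosphotyrosine-FITC DNA oligonucleotide reports Tdp1 activity: intact substrate bridges AlphaScreen beads, while cleavage leaves a 3' phosphate and drops signal. All incubations at room temperature.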
N370S GC = qHTS Assay for Inhibitors and Activators of N370S glucocerebrosidase as a Potential Chaperone Treatment of Gaucher Disease; AID 2101, 2009; actives 0.092% (n = 330,000); N370S GC spleen homogenate, 4MU-glucoside fluorescence; Potency, µM (titrated, usually from 59.4 µM), for the others: top-dose activity change, negative = inhibition, hits mostly inhibitors;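 also: 0% = full enzyme activity and -100% = no enzyme basal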
FEN1 inh = qHTS Assay for the Inhibitors of Human Flap endonuclease 1 (FEN1) | P39748 | Recombinant FEN1 flap cleavage, fluorescence, 15 min | Potency, µM (doses to about 114 µM), inactives show at the top dose activity change, negative = inhibition, usual class: inhibitors | actives 0.35% (n = 390,000) | AID 588795, 2011; also: nearly all actives have a fitted effect of over 65% in size
Target sequence (P39748 whole entry, looked up): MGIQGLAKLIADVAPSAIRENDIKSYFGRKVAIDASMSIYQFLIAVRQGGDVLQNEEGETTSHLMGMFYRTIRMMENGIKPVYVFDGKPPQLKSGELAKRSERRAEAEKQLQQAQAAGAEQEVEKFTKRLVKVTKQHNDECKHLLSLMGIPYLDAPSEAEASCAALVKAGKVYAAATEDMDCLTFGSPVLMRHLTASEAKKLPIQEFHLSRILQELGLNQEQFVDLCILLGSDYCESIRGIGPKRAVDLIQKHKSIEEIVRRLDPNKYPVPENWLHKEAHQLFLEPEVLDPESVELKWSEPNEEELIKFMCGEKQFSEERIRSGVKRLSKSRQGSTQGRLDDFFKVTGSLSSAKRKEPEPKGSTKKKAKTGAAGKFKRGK
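Concentration–response screening of FEN1 (10 nM): 15 min compound preincubation at room temperature, reaction started with 50 nM substrate and read at 0 and 15 min. Corrected, normalized data were fitted by a four-parameter Hill equation.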
An asterisk follows results filed as active; ? = inconclusive; nt = not tested or not shown; & = joins results of further samples; [ ] = remark or other dose. Calls follow the shape of the dose curve; as a rule, active = well fitted curve in the direction sought with a large enough effect; inconclusive = small, poorly fitted or top-dose-only effect, or another doubt; inactive = no such curve, though single readings can be large; an effect the other way counts as inactive or inconclusive. Unless noted, % is scaled to controls: 0 for no effect and ±100 for the full control effect; potency is read from the fitted curve at half-maximal effect.

Each structure is followed by: FEN1 inh, N370S GC, TDP1 block
> O=C(CSc1nc2ccccc2c(=O)n1Cc1ccco1)N1CCCC1
→ -6%, -17%, -2%
> CCC(C)[C@H](NS(=O)(=O)c1ccc(C)cc1)C(=O)N1CCC(C(=O)N2CCC(C(N)=O)CC2)CC1 (stereo not given in full)
→ 9%, -20%, nt
> CC(C)c1ccc(NC2CCCN(C(=O)c3cc(C(C)C)nc(N)n3)C2)cc1 (stereo not given)
→ 1%, -12%, 6%
> O=C(CCc1nc2ccccc2s1)Nc1ccccc1
→ -1%, 2%, 1%
> CNC(=O)c1ccccc1NC(=O)c1cccc(S(=O)(=O)N2CCC(C)CC2)c1
→ -16%, 0%, 5%
> CC(=O)NCc1ccc(-c2csc(NC(=O)CCCc3nc4ccccc4c(=O)[nH]3)n2)cc1
→ -5%, nt, 3%
> CCOC(=O)c1[nH]c(C)c(C(=O)OCC)c1C
→ 3%, 3%, -3%
> CCN(CC)c1ccc(/C=N/NC(=O)c2cc3ccccc3[nH]2)cc1
→ 4%, ?, 7%
> CCN(CC)CC(O)COc1ccc2c(c1)OCO2 (stereo not given)
→ 9%, nt, -8%
> S=C(NCCc1c[nH]c2ccccc12)NC1CCCCC1
→ -3%, 3%, 7%
> COc1ccc(S(=O)(=O)N2CCCCC2)cc1NC(=O)C1CC1C (stereo not given)
→ -8%, nt, -1%[56.1 µM]
> Cc1cc(=O)oc2c(C)c(OC(C)C(=O)NC3CCN(Cc4ccccc4)CC3)ccc12 (stereo not given)
→ 5%, -10%, 2%
> Cc1ccc(C)c(NC(=O)C2CCCN2S(=O)(=O)c2ccc3c(c2)CCCC(=O)N3)c1 (stereo not given)
→ 18%, nt, 3%
> O=C(CCS(=O)(=O)c1ccccc1)N1CCCc2ccccc21
→ -10%, -2%, 5%
> Cc1nc2ccccc2n1CCc1nc2c3ccccc3nc(SCC(=O)NCc3ccco3)n2n1
→ -17%, -12%, 0%
> CCOc1cccc(-c2nnc3sc(COc4ccc(C)cc4)nn23)c1
→ -5%, -1%, 2%
> Cc1ccc(NC(=O)CSc2ncc(S(=O)(=O)c3ccccc3)c(=O)[nH]2)cc1C
→ -13%, 9%, 1%
> COCCn1c(C)cc(C(=O)COC(=O)C2CC(=O)N(CCc3ccc(OC)c(OC)c3)C2)c1C (stereo not given)
→ -1%, 0%, -4%
> COc1ccccc1CNC(=O)CCC1N=C2c3ccccc3N=C(SCC(=O)Nc3ccc(F)cc3)N2C1=O (stereo not given)
→ 13%, nt, 1%
> CCC(C)NC(=O)CSc1nc2cc(S(=O)(=O)N3CCOCC3)ccc2n1CC (stereo not given)
→ -6%, -2%, nt
> Nc1c(C(=O)CSc2nnc(-c3ccccc3F)o2)c(=O)[nH]c(=O)n1C1CC1
→ -4%, nt, 0%
> CS(=O)(=O)Nc1cccc(C2=NN(C(=O)c3cccc(F)c3)C(c3cccs3)C2)c1 (stereo not given)
→ -21%, -13%, nt
> Cc1ccc(-c2cc(-c3n[nH]c(=S)o3)c3ccccc3n2)cc1
→ ?, 21%, 3%
> CCN1C(=O)CC(N2CCC(Nc3ccc(OC)cc3)CC2)C1=O (stereo not given)
→ -2%, 7%, 1%
> COc1ccccc1CNC(=O)COc1ccccc1OC
→ -10%, 10%, 0%
> CCN(c1ccc(OC)cc1)S(=O)(=O)c1cc(-c2cc(C)no2)ccc1C(C)C
→ 1%, -1%, 3%
> CN(C(=O)CSc1nncn2c1cc1occc12)c1ccccc1
→ -8%, nt, 5%
> O=C(NCC(c1ccco1)N1CCCC1)c1ccc(Cl)cc1 (stereo not given)
→ -1%, 11%, 2%
> CS(=O)(=O)N1CCN(C(=O)C2c3ccccc3Oc3ccccc32)CC1
→ 4%, -1%, 7%
> CNc1nc(-c2ccc3c(c2)CCN3C(=O)c2cccc(F)c2)cs1
→ -23%, -4%, 8%

An excerpt of these results, with each value named:
CC(=O)NCc1ccc(-c2csc(NC(=O)CCCc3nc4ccccc4c(=O)[nH]3)n2)cc1
  FEN1 inh = -5%
  N370S GC = nt
  TDP1 block = 3%

CCOC(=O)c1[nH]c(C)c(C(=O)OCC)c1C
  FEN1 inh = 3%
  N370S GC = 3%
  TDP1 block = -3%

CCN(CC)c1ccc(/C=N/NC(=O)c2cc3ccccc3[nH]2)cc1
  FEN1 inh = 4%
  N370S GC = ?
  TDP1 block = 7%

Further entries
Each structure is followed by: FEN1 inh, N370S GC, TDP1 block
> O=C(NNS(=O)(=O)c1ccc(Br)cc1)c1cccs1
→ 0%, 2%, 0%
> Cc1cccc([C@H](NC(=O)OC(C)(C)C)C(=O)OC(C)(C)C)c1
→ -27%, nt, -6%
> COc1cc(/C=C(/C#N)c2ccc(C)cc2)ccc1Oc1ccc([N+](=O)[O-])cn1
→ -14%, 0%, -4%
> CCc1nnc(NC(=O)CSc2nnc(-c3c[nH]c4ccccc34)n2CC)s1
→ 0%, -4%, 7%
> COc1ccc(CC(=O)Nc2nc3ccccc3s2)cc1S(=O)(=O)N1CCOCC1
→ -18%, -4%, 7%
> CCCCN(C)c1nc(-c2ccco2)c2c(c1C#N)CC(C)(C)OC2
→ -20%, ?, nt
> O=C(NCc1ccc2c(c1)OCO2)c1cnc2ccccn2c1=O
→ 13%, 1%, 1%
> Cc1ccc2oc(C(=O)NC3CCS(=O)(=O)C3)cc(=O)c2c1 (stereo not given)
→ 14%, -3%, 6%
> CCCCn1c(N)c(N(CCOC)C(=O)c2ccc(N3CCCC3=O)cc2)c(=O)[nH]c1=O
→ 0%, nt, 0%
> Cc1ccc(C(=O)Nc2ccc(N3CCN(C)CC3)cc2)cc1
→ -3%, 0%, nt
> O=C(COC(=O)CCSc1ccc(Cl)cc1)NCc1ccco1
→ 8%, -11%, 8%
> CCOc1ccc(NC(=O)CCC(=O)N/N=C2\CCCc3ccccc32)cc1
→ -1%, -10%, 1%
> COc1ccc(OC)c(NC(=O)c2nc(SCc3ccccc3F)ncc2Cl)c1
→ -4%&-13%, nt, 5%
> CCN(CC)S(=O)(=O)c1ccc(N2CCOCC2)c(NC(=O)COc2ccccc2)c1
→ 6%, 1%, 3%
> COc1ccc(-n2c(=O)c3ccccc3c3ccccc3c2=O)cc1
→ 0%, 2%, 3%
> O=C(CCc1ccccc1)NCc1ccc2c(c1)CCN2C(=O)c1ccc(Cl)cc1
→ -6%, nt, -2%
> Cc1ccc(S(=O)(=O)N(C)c2ccc(C(=O)O)cc2)cc1
→ -4%, 8%, 3%
> COc1ccc(C(=O)C2CCCN(Cc3cn(C)nc3-c3ccccc3)C2)cc1F (stereo not given)
→ 4%, -7%, 5%
> CCCC(C)C(=O)Nc1ccc(C(N)=O)cc1 (stereo not given)
→ -3%, 3%, -1%
> COc1ccc(NC(=O)C(C)n2nc(-c3cc(C)ccc3C)c3c(c2=O)CCCC3)cc1 (stereo not given)
→ 2%, nt, 7%
> Cc1cc(C)n2nc(C(=O)OC(C)C(=O)c3ccccc3)nc2n1 (stereo not given)
→ 0%, 1%, nt
> COc1cc(C(=O)O)cc(NC(=O)c2cccs2)c1OC
→ -1%, 14%, -1%
> COC(=O)c1ccc(CSc2nnc(NC(=O)C3CC(=O)N(Cc4ccc(C)cc4)C3)s2)cc1 (stereo not given)
→ -17%, 20%, 4%
> Oc1ccc(Br)cc1/C=N/N1CCCCC1
→ -7%, 10%, 0%
> CN1CCN(C(=O)C2=C[C@H](c3ccc4c(c3)OCO4)C[C@H](OCc3ccc(CO)cc3)O2)CC1
→ -15%, 3%, 4%
> CCc1nc(SC)ncc1C(=O)N1CCN(c2cc(C)ccc2C)CC1
→ 0%, nt, 4%
> CC(C)(O)[C@@H]1Cc2c(ccc3ccc(=O)oc23)O1
→ 5%, 21%, 1%
> C[C@H]1O[C@@H](n2cnc3c(N)ncnc32)C[C@@H]1OP(=O)(O)OP(=O)(O)OP(=O)(O)O
→ nt, -4%, 9%
> Cc1ccc2c(=O)cc(C(=O)Nc3c(C)cccc3C)oc2c1
→ 9%, nt, 2%
> O=C(/C=C/c1ccco1)N(Cc1cccc(Cl)c1)C1CCS(=O)(=O)C1 (stereo not given)
→ -5%, -19%, 2%

Two compounds picked at random from those above:
Each structure is followed by: FEN1 inh, N370S GC, TDP1 block
> Cc1ccc2oc(C(=O)NC3CCS(=O)(=O)C3)cc(=O)c2c1 (stereo not given)
→ 14%, -3%, 6%
> CCOc1ccc(NC(=O)CCC(=O)N/N=C2\CCCc3ccccc32)cc1
→ -1%, -10%, 1%

(next part)
Each structure is followed by: FEN1 inh, N370S GC, TDP1 block
> C=CCn1c(SCC(=O)NCC2CCCO2)nc2scc(-c3ccc(OC)cc3)c2c1=O (stereo not given)
→ 2%, -6%, 2%
> CC(O)CN1CCN(C(=O)CN2C(=O)NC(c3ccccc3)(c3ccccc3)C2=O)CC1 (stereo not given)
→ 15%, -18%, 2%
> CCCn1nnc(NC(=O)c2ccc(Cl)cc2Cl)n1
→ -2%, 8%, -10%
> Cc1c(C(=O)N2CCN(Cc3ccccc3)CC2)oc2c1C(=O)CC(C)(C)C2
→ -3%, -7%, 9%
> COc1ccc(OC)c(C2C(C(=O)c3ccco3)=C(O)C(=O)N2Cc2cccnc2)c1 (stereo not given)
→ -6%, -7%, 6%
> COc1ccc(NC(=O)Cc2nnc(SCC(=O)NC3CCCCC3C)n2C)cc1 (stereo not given)
→ 1%, -1%, nt
> COc1ccc(NS(=O)(=O)c2cccc(C(=O)NCC(c3ccc(OC)cc3)N3CCCC3)c2)cc1 (stereo not given)
→ -9%, -18%, 1%
> Cc1nc(SCc2ccc(F)cc2)c([N+](=O)[O-])[nH]1
→ 6%, -20%, 3%
> O=C(c1ccc(NS(=O)(=O)c2ccc3[nH]c(=O)[nH]c3c2)cc1)N1CCCC(C(F)(F)F)C1 (stereo not given)
→ 0%, -22%, -8%[0.505 µM]
> CN(C)c1ccc(CNC(=O)c2sc3ncccc3c2-n2cccc2)cc1
→ -17%, nt, 14%
> Brc1ccc(CSc2ncn[nH]2)cc1
→ -14%, 1%, 5%
> COCc1cc(C)nc(OCC(=O)N/N=C/c2ccc(O)cc2)c1C#N
→ -5%, -28%, 8%
> C/C(=C\C(=O)c1ccccc1)NNC(=O)c1ccc(Cl)cc1
→ -4%, -1%, nt
> Cc1cccc(Cn2cccc2CNS(=O)(=O)c2ccc(Br)cc2)c1
→ -22%, nt, 6%
> CCc1cccc(N2C(=O)CS(=O)(=O)C23C(=O)N(Cc2ccccc2)c2ccc(C)cc23)c1 (stereo not given)
→ 9%, nt, -1%
> CCCCCCC12CCC(C(=O)O)(CC1)CC2
→ nt, 5%, 2%
> O=C(O)C1CCCCN1S(=O)(=O)c1cccc2nsnc12 (stereo not given)
→ -3%, 24%, 5%
> COc1ccc(-c2cc(C(=O)NCc3ccc(F)cc3)c3c(-c4ccc(F)cc4)[nH]nc3n2)cc1OC
→ 17%, nt, 0%
> COc1ccc(C(=O)Nc2cccc(S(=O)(=O)NC3=NCCCCC3)c2)cc1
→ -3%, nt, 3%
> Cc1ccc(C(=O)N/C(N)=N/c2nc3ccccc3o2)cc1
→ -8%, nt, 3%
> CCOC(=O)N1CCN(S(=O)(=O)c2cc3c(cc2C)NC(=O)CO3)CC1
→ 12%, 13%, 3%
> COc1cccc(C2c3[nH]c4ccccc4c3C[C@H]3C(=O)N(c4ccccc4C(=O)N4CCC(C(=O)O)CC4)C(=O)N23)c1 (stereo not given in full)
→ -4%, -2%, nt
> COc1ccc2[nH]cc(CC(N)C(=O)O)c2c1 (stereo not given)
→ nt, -8%&0%, 15%
> Cc1cc(C)cc(N(CC(=O)NC(C)C)C(=O)CCC(=O)Nc2ccccn2)c1
→ 19%, 1%, 0%
> CCCC(=O)n1nc(-c2ccc(C)cc2)nc1NCc1ccco1
→ 9%, -9%, 3%
> O=C1NC(c2ccccc2)=NC1(NS(=O)(=O)c1ccc(Cl)cc1)C(F)(F)F (stereo not given)
→ -3%, 2%, 5%
> N#CCCCn1c(-c2ccccc2)noc1=O
→ -15%, -10%[2.35 µM], 2%
> CN(CC(=O)Nc1ccccc1Cl)C(=O)Cn1nnc(-c2ccc(F)cc2)n1
→ -10%, 6%, nt
> Cc1ccc2c(c1)nnc1nnc(SCC(=O)O)n12
→ 9%, -1%, nt
> CC(C)(C)C(=O)NC(=S)Nc1ccc(S(=O)(=O)Nc2nccs2)cc1
→ -2%, 1%, -5%
> C/C(=N\NC(=O)NC1CCCCC1)c1ccco1
→ 1%, 16%, 2%
> CCOC(=O)Cc1[nH]nc2c1C(c1ccsc1)C(C#N)=C(N)O2 (stereo not given)
→ -13%, -10%, 3%
> O=C(N/N=C/C=C/c1ccc([N+](=O)[O-])cc1)c1cccs1
→ -24%, 1%, nt
> Cc1cc(OCC(=O)Nc2cccnc2)c2c(C)cc(=O)oc2c1
→ -5%, 4%, 0%

Record cards, as listed above:
`C/C(=N\NC(=O)NC1CCCCC1)c1ccco1` in the list: FEN1 inh = 1%; N370S GC = 16%; TDP1 block = 2%
`CCOC(=O)Cc1[nH]nc2c1C(c1ccsc1)C(C#N)=C(N)O2` (stereo not given) in the list: FEN1 inh = -13%; N370S GC = -10%; TDP1 block = 3%
